Compound activity deposited in PubChem by several laboratories.
aSyn 5UTR inh: MLPCN primary screen, SNCA 5' untranslated region. alpha-synuclein 5'UTR reporter, inhibitor activity. inhibition, % (tested at 7.5 µM). 300,000 compounds, 0.82% hits; in the data active = inhibition above about 60%;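 note: H4 neuroglioblastoma cells stably carrying SNCA 5'UTR luciferase fusion; 0% = DMSO wells and 100% = positive control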
Platelet DG rel: platelet dense granule release activity; AID 1663; inhibition, %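 (compounds screened at 7.5 µM in platelet-rich plasma)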; 300,000 compounds, 0.22% hits; human platelet-rich plasma, SFLLRN dense granule ATP release, luminescence;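 active = mean replicate score, as percent of positive control, at or above 50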
SKKanGAS inh: blocks kanamycin growth of S. pyogenes SKKanGAS strain; 300,000 compounds, 1.3% hits; BacTiter-Glo, 6 h; AID 1662; inhibition, % at 7.5 µM;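 active = mean replicate score, as percent of positive control median, at least 50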;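 note: strain carries kanamycin resistance gene driven by streptokinase promoter and grows in 40 µg/ml kanamycin; loss of luminescence reflects streptokinase promoter inhibition or plain growth inhibition; 0% = median of DMSO wells and 100% = positive control at its reference dose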
IEC-6 cytotox: IEC-6 cytotoxicity, counter-screen for KLF5 inhibitors. luminescence viability. inhibition, % at 5 µM. 290,000 compounds, 0.78% hits; in the data active = inhibition above about 22%;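 note: 0% = plate median of test compound wells and 100% = cytotoxic reference compound wells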
AI-2 QS modul: modulators of Vibrio harveyi AI-2 quorum sensing system. Vibrio harveyi JMH597 AI-2 luminescence/OD600 ratio, 9 h; hits give low values; strain lacks LuxN and CqsS sensors; 0 = neutral-control median. 300,000 compounds, 0.4% hits. activity change, % at 7.5 µM; in the data active = activity change below about -75%, passing the limit was not always enough;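 note: luminescence divided by OD600 gain over 9 h not by final OD600 alone; inactives centre near 13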
HSF1 activator: increases HSF-1 driven luciferase reporter signal. 300,000 compounds, 1.7% hits. activation, % at 9 µM. NIH3T3-HGL HSF-1 luciferase reporter, MG132, 8 h; 100% = twice DMSO control signal;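 active = mean replicate activation of at least 50% with a set share of replicates each reaching 50%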;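 note: 0% = median of the neutral control wells and 100% = twice that signal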
HSF1 inh: HSF1 inhibition; activity change, negative = inhibition, % at 7.5 µM (by protocol); 300,000 compounds, 0.77% hits; NIH3T3-HGL HSE-luciferase, MG132-induced, luminescence 8 h; hits give low values;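 active = more than half of replicate wells show activity change below -50%, luminescence cut by over half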;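 note: luciferase reports HSF-1 transcriptional activity via heat shock element; 0% = median of DMSO wells and -100% = zero luminescence signal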
KLF5 inh: kruppel-like factor 5 inhibition | AID 1700 | 290,000 compounds, 0.23% hits | DLD-1 KLF5 promoter-luciferase reporter, luminescence | inhibition, % at 5 µM;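 active = inhibition above a per-plate limit of that plate's mean compound inhibition plus 3 SD, cut at about 60% in these data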;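 note: 0% = DMSO wells and 100% = LY294002 at 200 µM; higher means less KLF5 promoter-driven luciferase light; inactives centre near -14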
HSP90 refold inh: inhibitors of HSP90 luciferase refolding in rabbit reticulocyte lysate | luciferase refolding luminescence, 3 h | inhibition, % at 5.6 µM | 290,000 compounds, 0.91% hits | AID 1789;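 active = inhibition above the screen-wide mean plus 3 SD, computed separately per campaign, cut at about 16% in these data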;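 note: 0% = DMSO wells and 100% = 60 µM geldanamycin wells; inhibitors lower the luminescence because luciferase stays unfolded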
HIF activator: HIF pathway transcriptional activation; activation, % at 7.5 µM (by protocol); AID 1910; 300,000 compounds, 0.32% hits; U2OS HRE-luciferase reporter, luminescence; normalized: DMSO 0%, desferrioxamine 100%;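 active = mean activation of at least 10% of the iron chelator positive control signal, with at least half of replicates also reaching 10%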
An asterisk follows results filed as active.

CCOC(=O)CNC(=O)c1cc2c(=O)[nH]c3ccc(C)cc3c2s1 was read as aSyn 5UTR inh -18, Platelet DG rel -2, SKKanGAS inh 2, IEC-6 cytotox 2, AI-2 QS modul 25, HSF1 activator 2, HSF1 inh -3, KLF5 inh 8, HSP90 refold inh 1 and HIF activator -2.2.
`COCc1cc(N2CCOCC2)nc(SCc2ccc(Cl)cc2)n1` gave aSyn 5UTR inh 17, Platelet DG rel -27, SKKanGAS inh -10, IEC-6 cytotox 0, AI-2 QS modul 7, HSF1 activator 17, HSF1 inh 5, KLF5 inh -19, HSP90 refold inh -2 and HIF activator -34.
`CN(c1ccc(OCC(=O)OCC(=O)Nc2ccc(Br)cc2)cc1)S(=O)(=O)c1cccs1` gave aSyn 5UTR inh 10, Platelet DG rel -5, SKKanGAS inh 18, IEC-6 cytotox 2, AI-2 QS modul 11, HSF1 activator 20, HSF1 inh -9, KLF5 inh 2, HSP90 refold inh -3 and HIF activator -0.2.
Screening Cc1ccc(N(CCC#N)C(=O)COC(=O)C2=COCCO2)cc1 returned aSyn 5UTR inh -5, Platelet DG rel 4, SKKanGAS inh 0, AI-2 QS modul 20, HSF1 activator -50, HSF1 inh -35 and HIF activator -0.8.
Cc1ccc(-c2c(C#N)c(N)nc3c2CCCCC3)o1 was read as aSyn 5UTR inh 12, Platelet DG rel 14, SKKanGAS inh -1, IEC-6 cytotox 4, AI-2 QS modul 17, HSF1 activator -1, HSF1 inh -1, KLF5 inh -25, HSP90 refold inh 1 and HIF activator 0.3.
Screening CCN(Cc1ccccc1)C(=O)CC(=O)N(CC)Cc1ccccc1 returned aSyn 5UTR inh 9, Platelet DG rel -5, SKKanGAS inh 0, IEC-6 cytotox -4, AI-2 QS modul 8, HSF1 activator -38, HSF1 inh -27, KLF5 inh -6, HSP90 refold inh 3 and HIF activator 0.4.
For O=c1oc2ccccc2c(NC2CCCCC2)c1NS(=O)(=O)c1ccc(Br)cc1 the results were aSyn 5UTR inh 8, Platelet DG rel 5, SKKanGAS inh 20, IEC-6 cytotox 4, AI-2 QS modul 2, HSF1 activator -3, HSF1 inh 8, KLF5 inh -15, HSP90 refold inh 6 and HIF activator 0.1.
For OC(C#CCN1CCOCC1)(c1ccccc1)C1CCCCC1 (configuration not stated) the results were aSyn 5UTR inh 0, Platelet DG rel 5, SKKanGAS inh 4, IEC-6 cytotox -8, AI-2 QS modul 26, HSF1 activator 7, HSF1 inh 5, KLF5 inh -9, HSP90 refold inh -1 and HIF activator 0.1.
`Cc1ccc(C)c(C2=NNC(=NCc3ccccc3)SC2)c1` gave aSyn 5UTR inh -1, Platelet DG rel 1, SKKanGAS inh 9, IEC-6 cytotox -7, AI-2 QS modul 14, HSF1 activator 0, HSF1 inh -1, KLF5 inh -35, HSP90 refold inh 1 and HIF activator -0.9.
Cc1ccc(C(=O)NNC(=O)c2csc(N3CCOCC3)n2)s1 was read as aSyn 5UTR inh 3, Platelet DG rel -3, SKKanGAS inh -3, AI-2 QS modul 2, HSF1 activator -17, HSF1 inh -7 and HIF activator -0.4.
CC(NC(=O)COC(=O)c1cn(-c2ccccc2)nc1-c1cccs1)c1ccccc1 (configuration not stated) was read as aSyn 5UTR inh 8, Platelet DG rel 6, SKKanGAS inh 29, IEC-6 cytotox 3, AI-2 QS modul 46, HSF1 activator 1, HSF1 inh 4, KLF5 inh -24, HSP90 refold inh 1 and HIF activator -0.1.
For COc1ccc(/C=C/C(=O)C2C(=O)C=C(C)OC2=O)cc1O (configuration not stated) the results were aSyn 5UTR inh -243, Platelet DG rel 10, SKKanGAS inh 18, IEC-6 cytotox -7, AI-2 QS modul 9, HSF1 activator 31, HSF1 inh 13, KLF5 inh -19, HSP90 refold inh 1 and HIF activator 0.8.
`CCOC(=O)CSc1nc(C)c2cc(OC)ccc2n1` gave aSyn 5UTR inh -41, Platelet DG rel -1, SKKanGAS inh 0, IEC-6 cytotox -5, AI-2 QS modul 32, HSF1 activator 8, HSF1 inh 3, KLF5 inh -17, HSP90 refold inh 0 and HIF activator 3.5.
`O=C(Nc1ccc(-c2csc(Nc3ccc(Cl)cc3)n2)cc1)c1cc([N+](=O)[O-])cc(C(F)(F)F)c1` gave aSyn 5UTR inh -20, Platelet DG rel 2, SKKanGAS inh 75*, AI-2 QS modul 33, HSF1 activator -15, HSF1 inh -1 and HIF activator 0.2.
`O=C(Oc1ccc(/C=N/NC(=O)c2ccccc2O)cc1)c1ccccc1` gave aSyn 5UTR inh -8, Platelet DG rel -2, SKKanGAS inh 7, IEC-6 cytotox -1, AI-2 QS modul 2, HSF1 activator 12, HSF1 inh 7, KLF5 inh -28, HSP90 refold inh -5 and HIF activator 0.4.
For C=CCOC(=O)C1=C[C@@H](c2ccc(C(F)(F)F)cc2)C[C@@H](OCCCCO)O1 the results were aSyn 5UTR inh 16, Platelet DG rel -9, SKKanGAS inh 2, AI-2 QS modul 3, HSF1 activator 7, HSF1 inh 7 and HIF activator -0.8.
For C=C(C)COc1ccc(-c2[nH]ncc2-c2ccc(Br)cc2)c(O)c1 the results were aSyn 5UTR inh 91*, Platelet DG rel 0, SKKanGAS inh 65*, IEC-6 cytotox 5, AI-2 QS modul 55, HSF1 activator -18, HSF1 inh 4, KLF5 inh 23, HSP90 refold inh -3 and HIF activator -0.9.
CCN(CC)CCNC(=O)c1cc(S(=O)(=O)N2CCc3ccccc32)cn1C was read as aSyn 5UTR inh -15, Platelet DG rel 0, SKKanGAS inh -1, IEC-6 cytotox 2, AI-2 QS modul 20, HSF1 activator 3, HSF1 inh -6, KLF5 inh -25, HSP90 refold inh -1 and HIF activator -0.3.
For CCOC(=O)C1=C(CN2CCC(C)CC2)NC(=O)NC1c1ccc(Cl)cc1 (configuration not stated) the results were aSyn 5UTR inh 24, Platelet DG rel 7, SKKanGAS inh -3, IEC-6 cytotox -4, AI-2 QS modul 13, HSF1 activator 25, HSF1 inh 15, KLF5 inh -14, HSP90 refold inh 10 and HIF activator -0.2.
`CCOC(=O)c1cnc2c(-c3ccc(Cl)cc3)c(C)nn2c1N` gave aSyn 5UTR inh 40, Platelet DG rel -2, SKKanGAS inh 6, IEC-6 cytotox 0, AI-2 QS modul 13, HSF1 activator 2, HSF1 inh -2, KLF5 inh -28, HSP90 refold inh -1 and HIF activator -0.2.
`CCN(CC(=O)Nc1ccc2c(c1)OCCO2)C(=O)c1cc(=O)[nH]c2ccccc12` gave aSyn 5UTR inh 3, Platelet DG rel 11, SKKanGAS inh -18, AI-2 QS modul 12, HSF1 activator -29, HSF1 inh -12 and HIF activator 0.8.
Screening Cc1ccc(NC(=S)N2CCN(S(=O)(=O)c3c(F)cccc3F)CC2)cc1C returned aSyn 5UTR inh -11, Platelet DG rel 0, SKKanGAS inh 3, IEC-6 cytotox 6, AI-2 QS modul 6, HSF1 activator -50, HSF1 inh -47, KLF5 inh -26, HSP90 refold inh 3 and HIF activator 0.3.
Screening CCN(CC)CCC(=O)c1ccc(F)cc1 returned aSyn 5UTR inh -8, Platelet DG rel 12, SKKanGAS inh 4, IEC-6 cytotox 4, AI-2 QS modul 22, HSF1 activator 43, HSF1 inh 8, KLF5 inh -38, HSP90 refold inh 0 and HIF activator -0.1.
CC(C)C[C@@H](CN(C)N=O)N(C[C@H](Cc1ccccc1)N(CCc1ccccc1)N=O)N=O was read as aSyn 5UTR inh 1, Platelet DG rel 2, SKKanGAS inh 11, IEC-6 cytotox -2, AI-2 QS modul 10, HSF1 activator 23, HSF1 inh 7, KLF5 inh -14, HSP90 refold inh -1 and HIF activator 0.2.
For C1=C(c2ccccc2)CCN(c2ncnc3nc[nH]c23)C1 the results were aSyn 5UTR inh -12, Platelet DG rel 34, SKKanGAS inh -4, IEC-6 cytotox 6, AI-2 QS modul 12, HSF1 activator -79, HSF1 inh -75*, KLF5 inh -3, HSP90 refold inh -4 and HIF activator 0.6.
For CC(=O)Nc1ccc2nc(NC(=O)CN3CCOCC3)sc2c1 the results were aSyn 5UTR inh 19, Platelet DG rel -8, SKKanGAS inh -2, IEC-6 cytotox -5, AI-2 QS modul 24, HSF1 activator -20, HSF1 inh 6, KLF5 inh 15, HSP90 refold inh 3 and HIF activator -2.0.
`O=C(CNC(=O)c1cccs1)N/N=C/c1ccccc1[N+](=O)[O-]` gave aSyn 5UTR inh -45, Platelet DG rel -2, SKKanGAS inh -2, IEC-6 cytotox 4, AI-2 QS modul 9, HSF1 activator 7, HSF1 inh -3, KLF5 inh -73, HSP90 refold inh -3 and HIF activator 0.6.
`O=C(Nc1cccc(NC(=O)c2ccc(Cl)cc2Cl)c1)c1cccnc1` gave aSyn 5UTR inh 13, Platelet DG rel -1, SKKanGAS inh -7, IEC-6 cytotox 13, AI-2 QS modul 11, HSF1 activator 10, HSF1 inh -8, KLF5 inh -2, HSP90 refold inh 1 and HIF activator -1.1.
`CN1C(=O)Cc2cc(S(=O)(=O)Nc3ccc(N4CCOCC4)cc3)ccc21` gave aSyn 5UTR inh -10, Platelet DG rel 11, SKKanGAS inh 1, IEC-6 cytotox -2, AI-2 QS modul 23, HSF1 activator 2, HSF1 inh -1, KLF5 inh 1, HSP90 refold inh -4 and HIF activator 0.2.
`Cc1cc(NS(=O)(=O)c2ccc(NC(=S)Nc3ccc(Cl)cc3C)cc2)no1` gave aSyn 5UTR inh 7, Platelet DG rel 15, SKKanGAS inh 4, IEC-6 cytotox -4, AI-2 QS modul -25, HSF1 activator -1, HSF1 inh -5, KLF5 inh -5, HSP90 refold inh -1 and HIF activator -0.1.

2 entries picked at random from the list so far, as already listed:
Screening CCN(CC)CCC(=O)c1ccc(F)cc1 returned aSyn 5UTR inh -8, Platelet DG rel 12, SKKanGAS inh 4, IEC-6 cytotox 4, AI-2 QS modul 22, HSF1 activator 43, HSF1 inh 8, KLF5 inh -38, HSP90 refold inh 0 and HIF activator -0.1.
`O=C(Nc1cccc(NC(=O)c2ccc(Cl)cc2Cl)c1)c1cccnc1` gave aSyn 5UTR inh 13, Platelet DG rel -1, SKKanGAS inh -7, IEC-6 cytotox 13, AI-2 QS modul 11, HSF1 activator 10, HSF1 inh -8, KLF5 inh -2, HSP90 refold inh 1 and HIF activator -1.1.

Carrying on:
Screening COc1ccc(Cl)cc1NC(=O)NCCN1CCCCC1 returned aSyn 5UTR inh 10, Platelet DG rel 5, SKKanGAS inh -2, IEC-6 cytotox 5, AI-2 QS modul 12, HSF1 activator 6, HSF1 inh -3, KLF5 inh -2, HSP90 refold inh 1 and HIF activator 0.0.
CCOC(=O)CNC(=O)C1(c2ccccc2)CCCC1 was read as aSyn 5UTR inh 0, Platelet DG rel 1, SKKanGAS inh -3, IEC-6 cytotox 2, AI-2 QS modul 26, HSF1 activator -4, HSF1 inh -5, KLF5 inh -23, HSP90 refold inh 1 and HIF activator 0.0.
`O=C(COC(=O)c1cccs1)NCc1cccs1` gave aSyn 5UTR inh 8, Platelet DG rel -1, SKKanGAS inh 6, IEC-6 cytotox -7, HSF1 activator -1, HSF1 inh -3, KLF5 inh -25, HSP90 refold inh 0 and HIF activator 0.0.
For O=C(CN1C(=O)C2C3C=CC(C3)C2C1=O)NC1CCCc2ccccc21 (configuration not stated) the results were aSyn 5UTR inh -6, SKKanGAS inh 0, IEC-6 cytotox 4, AI-2 QS modul -3, HSF1 activator -2, HSF1 inh 2, KLF5 inh -26, HSP90 refold inh -2 and HIF activator -0.3.

Compounds as they come. Share with any hit: about 6%.
